# ROMK mod – human ROMK K+ channel modulation, primary screen. actives 2% (n = 130,000). P48048. B-score at 10 µM. Tet-inducible ROMK, thallium flux fluorescence; actives lie on both sides;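 active means signal ratio slope over the read window, or its plate-corrected B-score, at least 3 SD from the plate mean, either direction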;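 further: B-score of the F/F0 ratio slope over 7 to 12 s after thallium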
# Target sequence (P48048 whole entry, looked up): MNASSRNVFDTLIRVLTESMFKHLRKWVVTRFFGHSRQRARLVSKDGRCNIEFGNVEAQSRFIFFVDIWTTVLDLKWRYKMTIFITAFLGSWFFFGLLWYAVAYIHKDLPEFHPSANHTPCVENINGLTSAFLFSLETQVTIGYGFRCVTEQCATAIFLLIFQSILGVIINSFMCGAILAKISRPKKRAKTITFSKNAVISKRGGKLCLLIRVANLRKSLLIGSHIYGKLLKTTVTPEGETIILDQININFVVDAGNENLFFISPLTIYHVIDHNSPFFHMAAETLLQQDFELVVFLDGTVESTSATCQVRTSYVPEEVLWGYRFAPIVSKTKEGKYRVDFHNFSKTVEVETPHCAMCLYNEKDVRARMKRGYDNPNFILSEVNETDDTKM
# Starred values were filed as active, the others as inactive. Not all compounds are listed; count on the stated rates, not on these rows.
SMILES	ROMK mod
COc1ccc([N+](=O)[O-])cc1N(CC(O)CN(CC(C)C)CC(C)C)S(=O)(=O)c1ccc(C)cc1 (stereo not drawn)	-3.76*
CCNc1nc(NCC)nc(N(CC)C(N)=S)n1	2.1
O=C1CC(=O)c2c1cccc2[N+](=O)[O-]	-0.677
CNC(=O)NNC(=O)c1csc(-c2ccc(C(F)(F)F)cc2Cl)n1	-0.936
CSc1sc(-c2n[nH]c(=S)n2C)c2c1C=CCC2	-0.592
CCN(CC)C(=O)CSc1nnc2nnc3cc(C)ccc3n12	-0.339
Cc1ccc(C(=O)NNC(=O)C2CCN(S(=O)(=O)c3ccc(C)cc3)CC2)cc1	0.159
CCCCCCn1cc(C(=O)OCC)c(=O)c2cc(F)c(F)cc21	0.135
Fc1ccc(-c2csc(N3CCOCC3)n2)cc1	-0.0926
Cc1c(CCC#N)c(N2CCN(C3CCCCC3)CC2)n2c(nc3ccccc32)c1C#N	-0.318
CC(Oc1ccccc1)C(=O)N1CCN=C1SCc1ccc(F)cc1 (stereo not drawn)	0.8
CSc1cccc(NC(N)=S)c1	-0.758
O=C(Nc1ccc(C(F)(F)F)cc1)N1CCN(c2ccnc3cc(Cl)ccc23)CC1	1.03
Cn1nccc1NC(=O)NC(=O)c1c(Cl)cccc1Cl	-0.125
Cc1c(Cl)cccc1NC(=S)N1CCN(c2ccc([N+](=O)[O-])cn2)CC1	-0.522
Cn1c(NNC(=O)/C=C/c2ccc3c(c2)OCO3)cc(=O)n(C)c1=O	0.722
CCOc1ccc(NC(=O)Nc2cc(C(C)C)c(O)cc2C)cc1	0.0126
O=C(OCC(O)COC(=O)c1cccnc1)c1cccnc1	0.78
O=C(O)/C=C/c1cccc2c1OCCO2	-0.261
Cc1cc(/C=C2\C(=N)N3N=CSC3=NC2=O)c(C)n1Cc1ccccc1	-0.928
O=C(CC(c1ccccc1)c1cc(Cl)ccc1O)N1CCCC1 (stereo not drawn)	-1.36
O=C(NCCCn1ccnc1)C(=O)NCC1OCCN1S(=O)(=O)c1ccc2c(c1)OCCO2 (stereo not drawn)	-0.532
CCN(CC)c1ccc(/C=N/n2c(-c3ccccc3Br)n[nH]c2=S)cc1	1.26
CCn1nc(C)cc1-c1nnc(SCC(=O)Nc2ccccc2)n1CCCOC	-0.000595
CCOc1ccc(C(=O)Nn2cnnc2)cc1OCC	0.799
CCCn1c(=O)c(C#N)cn(C2CC2)c1=O	0.832
COC(=O)c1cccc(NC(=O)C(C)(C)C)c1	0.0622
Cc1[nH]c(=S)c(C#N)c(C)c1Cc1ccccc1	0.343
CCN(CC)CCNc1nc(-n2nc(C)cc2C)nc2sc3c(c12)CC(C)(C)OC3	-0.553
Clc1ccccc1N=C1SCCS1	0.78
Cc1ccc(C(=O)NN2C(=O)C3C4C=CC(C4)[C@@H]3C2=O)cc1 (stereo partly drawn)	1.08
Cc1c(C(=O)NN)sc(=S)n1C	0.0364
CCN1CCN(c2oc(-c3ccco3)nc2C#N)CC1	0.577
CCOc1ccc(NC(=O)Nc2ccc(Cc3ccncc3)cc2)cc1	0.216
COc1ccc(C(=O)O)nc1C	0.667
Nc1[nH]n(-c2ccccc2)c(=O)c1N=Nc1ccc2ncsc2c1	-0.135
Fc1ccccc1N1CCN(c2ncnc3nc[nH]c23)CC1	0.742
Cc1nc(C)c(-c2ccn(C(=O)NC(C)C)n2)s1	0.503
CC(=O)Nc1nccc(-c2cc(-c3ccccc3)no2)n1	-0.347
N=c1ccn2c(n1)OC1C(O)C(CO)OC12 (stereo not drawn)	0.297
Cn1cnc([N+](=O)[O-])c1Sc1ncnc2nc[nH]c12	0.166
CCOC(=O)N1CCC(NC(=O)C2=CCN(S(=O)(=O)c3ccc(OC)cc3)CC2)CC1	0.13
COc1ccc(/C=C/C(=O)Nc2ccc(C(N)=O)cc2)cc1OC	0.444
CCOP(=O)(OCC)C(Nc1cccc([N+](=O)[O-])c1)c1ccc(OC)cc1 (stereo not drawn)	0.122
Cc1ccc2occ(/C=N/NC(=O)[C@@H](N)Cc3ccccc3)c(=O)c2c1	-0.439
CCCC(=O)Nc1ccc(C=C(C(C)=O)C(C)=O)cc1	-0.291
COC(=O)CN1C(CN2CCOCC2)=Nc2ccc(Br)cc2C1c1ccccc1 (stereo not drawn)	0.521
CC(C)(C)c1cc(-c2ccccc2)n[nH]1	0.894
O=C(NCc1cccnc1)C1CCC(CNS(=O)(=O)c2cccc3nsnc23)CC1 (stereo not drawn)	0.552
CCc1nnc(NC(=O)C2CCC(CNc3c(N4CCCCC4)c(=O)c3=O)CC2)s1 (stereo not drawn)	-11.9*
S=c1nccc(-c2ccc3c(c2)CCO3)[nH]1	0.206
CN1CCN(c2c3c(c(C#N)c4nc5ccccc5n24)CCCC3)CC1	0.00903
N#Cc1cccc(C#N)c1Oc1ccc(S(=O)(=O)Nc2ccc(Cl)cc2)cc1	0.836
CCCc1c(C(=O)O)cnn1-c1ccc(Cl)cc1	-0.29
CN(C)/C=C(\C#N)S(=O)(=O)c1ccc(Cl)cc1	-0.32
CCOc1ncccc1C(=O)Nc1cccc(-c2nc3cccnc3s2)c1	-0.00835
N=c1c2c(ncn1CCCO)Oc1c(ccc3ccccc13)C2c1ccccc1 (stereo not drawn)	-1.68
O=C(CC1SC(=O)NC1=O)Oc1ccc(/C=N/NC(=O)c2ccccc2O)cc1 (stereo not drawn)	-0.114
Cc1ccc(N2C(=O)c3ccccc3C2=O)cc1	0.254
CN(C(=O)CCn1c(=S)oc2ccccc21)C1CCCCC1	1.33

# Additional records:
SMILES	ROMK mod
Cc1ccccc1S(=O)(=O)N(CC(O)CN1C(=O)NC(C)(C)C1=O)c1ccccc1 (stereo not drawn)	-0.432
Cc1nc(COc2ccccc2Cl)sc1-c1ccnc(N)n1	1.19
COC(=O)c1cc(NC(=O)c2cc(-c3ccccc3Cl)oc2C(F)(F)F)ccc1N1CCOCC1	0.695
Cc1ccc(Nc2cc(-c3ccccc3)nc3ncnn23)cc1	-1.3
COc1cc2c(cc1OC)C(/C=C/c1ccco1)=NCC2	-7.44*
Cc1ccc(N(C)C(=O)C2CCCN2S(=O)(=O)c2cccc3nsnc23)cc1 (stereo not drawn)	0.876
Cc1cc(N/N=C/c2ccncc2)c([N+](=O)[O-])cc1[N+](=O)[O-]	1.34
Cc1ccc(N2C(=O)CC(N3CCSCC3)C2=O)c(C)c1 (stereo not drawn)	-0.28
COc1ccc(-n2c(=O)c3c4c(sc3n(CC(N)=O)c2=O)CCCCC4)cc1	1.06
C/C(=N\OCc1nc2ccccc2c(=O)n1/N=C/c1cc([N+](=O)[O-])ccc1O)c1ccccc1	-0.498
CCC(=O)N(C)CCc1cc2c(c(OC)c1/C=N/NC(=O)c1ccncc1)OCO2	-2.01*
CC(C)(C)OC(=O)N1CCC(c2cc(=O)n3[nH]cc(C(=O)Nc4ccc(F)c(Cl)c4)c3n2)CC1	0.442
CCCc1cc(=O)c2ccc(OCC(C)=O)cc2o1	1.29
Cc1cc(NC(=O)CC2(CC(=O)O)CCCC2)n(C)n1	-0.0248
O=C(CN1C(=O)S/C(=C\C=C\c2ccccc2)C1=O)N1CCOCC1	-0.865
O=C(/C=C/c1ccc(O)c(O)c1)c1ccccc1O	-1.62
O=S(=O)(c1ccc(Cl)cc1)c1nc(-c2ccco2)oc1N1CCOCC1	-0.021
Cc1nn(C)c(C)c1/C=C(/C(=O)C(C)(C)C)n1cncn1	0.0132
Cc1nnc(N2C(=O)C(O)=C(C(=O)c3ccco3)C2c2cccc3ccccc23)s1 (stereo not drawn)	-0.896
COC(=O)c1sc(-c2ccc(Cl)cc2)cc1NC(=O)CSCC(=O)O	0.0194
NC(=O)c1ccccc1Br	-1.25
CCN(CC)CC(=O)Nc1ccc(C)cc1C(=O)c1ccccc1	-0.3
N#CCSc1n[nH]c2nc3c(c(=O)n12)C1(CCCCC1)Cc1ccccc1-3	-0.724
NNC(=S)Nc1ccc(S(=O)(=O)N2CCCCC2)cc1	1.37
CC(=O)N1CCc2cc(C(=O)CN3CCN(c4ccccn4)CC3)ccc21	0.00171
CC(C)c1ccc(Nc2c([N+](=O)[O-])c(=O)n(C)c3ccccc23)cc1	-0.0656
COc1ccc(NC(=O)Cn2nc([N+](=O)[O-])c(Cl)c2C)cc1OC	0.0736
O=C(NCCC1=CCCCC1)c1cc2ccccc2oc1=O	1.06
CC(C)(C)OC(=O)Nc1ncnc2c1ncn2C1OC(CO)C2OC(C)(C)OC21 (stereo not drawn)	0.732
COc1ccccc1N1CC=C(c2cccc([N+](=O)[O-])c2)NC1=O	-0.71
CSCC(O)Cn1ncc2ccccc2c1=O (stereo not drawn)	-0.97
CC1CCN(C(=O)c2ccc(NS(=O)(=O)c3cccc4cccnc34)cc2)CC1	0.0385
Cn1cccc1/C=C1\SC(=S)N(Nc2ccccc2)C1=O	-0.0359
O=C(Nc1nnc(COc2ccc(Br)cc2)s1)c1ccco1	-0.217
Cc1ccc(S(=O)(=O)N2CCOC2C(Cl)(Cl)Cl)cc1 (stereo not drawn)	0.0111
CNC(=O)c1ccccc1S(=O)c1ccccc1COC(C)=O (stereo not drawn)	0.00523
Nc1nc(SCC(=O)N2CCCCC2)[nH]c(=O)c1NC(=O)c1cccs1	0.0371
O=c1[nH][nH]c(=S)n1-c1ccccc1C(F)(F)F	-0.401
Cc1ccc2c(c1)c1c(n2CC(O)CNC2CCCC2)CCCC1 (stereo not drawn)	-1.81
O=C(COc1ccc(F)cc1)c1c(O)cc(O)cc1O	0.648
Nc1nc(NCCCN2CCOCC2)nc(Nc2ccc(Cl)cc2)c1[N+](=O)[O-]	-0.433
COc1cc(NC(N)=S)c(OC)cc1Cl	0.414
NC(=NC(=O)c1ccccc1)N1CCN(C(c2ccccc2)c2ccccc2)CC1	-0.213
CC(C)COP(=O)(OCC(C)C)C(O)c1ccc(N(C)C)cc1 (stereo not drawn)	0.924
O=C(Nc1nc2cc3c(cc2s1)OCO3)c1cccc(N2C(=O)CCC2=O)c1	-0.849
CCCOc1ccc(/C(O)=C2/C(=O)C(=O)N(CCCn3ccnc3)C2c2ccc(C)o2)cc1 (stereo not drawn)	-0.0967
CC(O)c1nc2ccccc2n1CCCOc1ccccc1 (stereo not drawn)	-0.899
Nc1ccc(C(=O)C(=O)c2ccc(N)cc2)cc1	-0.418
S=c1[nH]nc(-c2n[nH]c3c2CCC3)n1/N=C/C=C/c1ccccc1	-0.785
CC(C)CSc1oc(-c2ccco2)nc1S(=O)(=O)c1ccccc1	0.0972
COc1ccc(Cc2nnc(Nc3c(C)cccc3C)o2)cc1OC	0.247
COc1cc2nc(CN3CCOCC3)n(CC(=O)N3CCCCCC3)c(=O)c2cc1OC	0.0419
O=C(c1cccnc1)C1Cc2ccccc2C1=O (stereo not drawn)	0.939
COc1ccccc1CNC(=O)CN(C)S(=O)(=O)c1cccc2cccnc12	-1.53
CCN1CCN(C(CNS(=O)(=O)c2cccs2)c2cccnc2)CC1 (stereo not drawn)	0.153
Nc1nnc(-c2ccc(Cl)cc2)o1	-1.04
O=c1[nH]c2c(Br)cnc([N+](=O)[O-])c2[nH]1	-0.418
COc1ccc(C(=O)C(C)[n+]2ccc(-c3nnc4n3CCCCC4)cc2)cc1 (stereo not drawn)	-0.371
COc1cc(C(=O)OCC#N)ccc1OCc1c(C)noc1C	0.469
COc1ccc(CCC(=O)NCc2cn3ccccc3n2)cc1	0.0295

# Later entries
SMILES	ROMK mod
CCN(CC)c1ccc(/C=N/N2CCN(Cc3ccc(Cl)cc3)CC2)c(O)c1	0.0523
Cc1ccc(/C=N/NC(=O)CN2C(=O)CSc3ccccc32)o1	-0.362
O=C(O)COc1ccccc1/C=N/NC(=O)CSc1nc2ccccc2n1Cc1ccc(Cl)cc1	0.79
CCN(CC)C(=O)Oc1nnc(SC(C)C)n1-c1ccc(Cl)c(Cl)c1	-1.04
CCOC(=O)c1c(-c2ccc(C)cc2)csc1/N=C(\C)C1=C(O)c2ccccc2C1=O	-1.46
CCCCOc1ccc(Cc2cnc(N)nc2N)cc1	0.00143
Cc1cc(C(=O)OCC(=O)NC(C)C)c2ccccc2n1	0.507
COn1c(C)c(C)c2c3nonc3ccc21	-1.2
CC(=O)Nc1ccc2c(c1)OCCOCCOc1cc(NC(C)=O)ccc1OCCO2	0.91
O=S(=O)(Nc1ccc(Cl)cc1)c1ccc2c(c1)CCO2	0.15
CN(C)CCOC(=O)NC12CC3CC(CC(C3)C1)C2	-0.813
Cc1ccc(NC(=O)c2ccc(CNc3c(N4CCC(C)CC4)c(=O)c3=O)cc2)cc1	-0.0411

# Sorted by SMILES length (falling): some entries from above
SMILES	ROMK mod
CN(C(=O)CCn1c(=S)oc2ccccc21)C1CCCCC1	1.33
O=C(COc1ccc(F)cc1)c1c(O)cc(O)cc1O	0.648
CCCn1c(=O)c(C#N)cn(C2CC2)c1=O	0.832

# Next section
SMILES	ROMK mod
O=C(COc1ccccc1[N+](=O)[O-])N/N=C/c1ccc[nH]1	-0.266
Cc1ccccc1Cn1nc(C)c(NC(=O)c2cc(CC(C)C)on2)c1C	0.13
COC(=O)c1c(C)oc(C)c1S(=O)(=O)NCc1ccc(Cl)cc1Cl	-0.226
COc1ccc(OC)c(NC(=O)CSc2nncc3ccc(OC)c(OC)c23)c1	0.771
CC(=O)c1csc(CS(=O)(=O)c2ccccn2)n1	0.482
COC(=O)c1sc(SC)nc1N	-0.865
CCOc1ccc(-n2c(O)cc(=O)[nH]c2=O)cc1	1.31
CN1N=C2c3ccccc3CCC2C1c1ccc(F)cc1 (stereo not drawn)	0.289
O=C(NC(=C(Cl)Cl)S(=O)(=O)c1ccc(Cl)cc1)c1ccccc1	-0.67
CCn1c(/C=C2\C(=O)N(C(C)C)c3ccccc32)nc2ccccc2c1=O	-0.683
CC(C)c1ccc(Nc2nnns2)cc1	-0.996
